# Bioassay records (PubChem)
# LMPTP block: LMPTP phosphatase inhibitors, primary screen, biochemical, fluorescence intensity, uHTS. Low molecular weight phosphotyrosine protein phosphatase (Homo sapiens), P24666. recombinant LMPTP-A, OMFP fluorogenic substrate. inhibition, % at 20 µM. actives 0.22% (n = 360,000);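 active = compounds that cut the enzyme signal by at least half of the control window in the single-dose screen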;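 also: plate controls were DMSO wells with enzyme plus substrate for no effect and substrate without enzyme for full effect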
# Target sequence (P24666 whole entry, looked up): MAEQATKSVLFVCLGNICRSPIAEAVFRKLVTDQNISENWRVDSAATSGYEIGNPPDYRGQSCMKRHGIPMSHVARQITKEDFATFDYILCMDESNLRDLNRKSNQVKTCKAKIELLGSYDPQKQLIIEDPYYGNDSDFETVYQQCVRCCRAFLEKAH
#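 Material: LMPTP-A; amount: 0.625 nM enzyme; doses: single 20 µM dose; times: reaction 50 min, room temperature, dark; technique: fluorescence intensity of OMFP turnover product; benchmarks: no-enzyme and uninhibited controls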
# STEP block: STEP phosphatase inhibitors, primary screen, biochemical, fluorescence intensity, uHTS; inhibition, % at 20 µM; Tyrosine-protein phosphatase non-receptor type 5 (Homo sapiens), P54829; recombinant STEP, OMFP fluorogenic substrate; actives 0.25% (n = 360,000); AID 588621, 2011;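 active = inhibition at 20 µM, scaled per plate between control wells, above about 37%, limit read from the data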;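 also: 0% = DMSO with enzyme and substrate and 100% = substrate only without enzyme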
# Target sequence (P54829 whole entry, looked up): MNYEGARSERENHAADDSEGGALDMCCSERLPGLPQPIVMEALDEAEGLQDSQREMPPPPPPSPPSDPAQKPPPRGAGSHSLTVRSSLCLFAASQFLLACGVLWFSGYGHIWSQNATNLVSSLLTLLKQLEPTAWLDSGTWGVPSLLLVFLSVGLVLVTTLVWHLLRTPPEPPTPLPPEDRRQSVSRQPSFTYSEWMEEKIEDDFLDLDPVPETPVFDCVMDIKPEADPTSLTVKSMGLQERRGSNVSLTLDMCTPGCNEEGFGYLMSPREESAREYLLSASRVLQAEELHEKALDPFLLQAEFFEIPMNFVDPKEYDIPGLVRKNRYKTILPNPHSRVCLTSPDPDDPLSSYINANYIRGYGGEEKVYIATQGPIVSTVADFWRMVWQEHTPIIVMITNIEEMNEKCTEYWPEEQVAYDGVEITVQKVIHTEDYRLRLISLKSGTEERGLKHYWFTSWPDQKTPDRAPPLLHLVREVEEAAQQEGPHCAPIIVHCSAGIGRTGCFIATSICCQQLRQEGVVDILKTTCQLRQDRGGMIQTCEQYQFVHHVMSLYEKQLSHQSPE
#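 medium = Bis-Tris buffer pH 6.0, 2.5 mM DTT, 0.005% Tween 20 | test system = STEP (striatal-enriched tyrosine phosphatase) enzyme, cell-free | measure = normalized % inhibition | compound dosing = 20 µM, 1% DMSO | also added = 25 µM OMFP | schedule = reaction 20 min, ambient temperature | measured by = fluorescence read at 480 nm ex / 540 nm em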
# NadD block: inhibitors of S. aureus NadD, primary screen, biochemical, colorimetric, uHTS; Nicotinate-nucleotide adenylyltransferase NadD (Staphylococcus aureus N315); purified NadD enzyme, colorimetric absorbance read-out; inhibition, % at 20 µM; actives 0.78% (n = 360,000); AID 602399, 2012; in the data active = inhibition above about 26%; also: some compounds past the cut are filed as inactive
# Neddylation inh: inhibitors of cullin neddylation, primary screen, biochemical, TR-FRET, uHTS, NAE and Ubc12; NEDD8-conjugating enzyme Ubc12 (Homo sapiens) + NEDD8-activating enzyme E1 regulatory …; calls only at 25 µM; actives 0.58% (n = 360,000); in the data active = inhibition above about 36%
# SKN-1 inh: suppressors of acrylamide-induced Pgst-4::GFP reporter in worms, primary screen, SKN-1 inhibitor project, whole organism, uHTS, GFP/RFP fluorescence ratio, strain VP596; actives 0.49% (n = 360,000); AID 624304, 2012; C. elegans VP596 Pgst-4::GFP/RFP ratio, 24 h; inhibition, % at 21.8 µM;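 active = interference check ratio from 0.5 to 1.5 plus GFP to RFP signal ratio inhibition reaching or exceeding a fixed threshold, cut at about 30% in these data, passing the limit was not always enough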; also: some compounds called inactive have numbers as strong as hits
# NRP1-CendR mod: modulators of CendR peptide binding to NRP-1, primary screen, biochemical, fluorescence polarization, uHTS; FAM-RPARPAR peptide binding to NRP-1; inhibition, % at 25 µM; actives 0.85% (n = 360,000); AID 602438, 2012;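 active = inhibition or corrected inhibition above about 18%, plus a signal ratio from 0.5 to 1.5, limit read from the data, passing the limit was not always enough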; also: strong numbers were not always called active
# DNMT1 inh: human DNMT1 methyltransferase inhibitors, primary screen, biochemical, molecular beacon, fluorescence, HinP1I cleavage, uHTS. DNA (cytosine-5)-methyltransferase 1 (Homo sapiens), P26358. inhibition (reported as % activation of signal), % at 10 µM. actives 0.83% (n = 360,000). AID 588458, 2011; in the data active = inhibition above about 50%
# SUMO1 PPI mod: modulators of SUMO1 protein-protein interactions, primary screen, biochemical, uHTS | Small ubiquitin-related modifier 1 (Homo sapiens), P63165 | SUMO1 binding to a labelled peptide, TR-FRET, 1 h | inhibition, % at 20 µM | actives 0.33% (n = 360,000); in the data active = inhibition above about 37%
# Scp-1 inhibitor: Scp-1 phosphatase inhibitors, primary screen, biochemical, colorimetric, uHTS; actives 0.88% (n = 340,000); AID 493091, 2011; inhibition, % at 20 µM; Recombinant Scp1, phosphopeptide, malachite green phosphate absorbance; Carboxy-terminal domain RNA polymerase II polypeptide A small phosphatase 1 (Homo …;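 active = inhibition above about 50% at 20 µM, limit read from the data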;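 also: plate controls were DMSO wells with enzyme for no effect and wells lacking enzyme for full effect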
# Target sequence (Q9GZU7 76-261 limits assumed): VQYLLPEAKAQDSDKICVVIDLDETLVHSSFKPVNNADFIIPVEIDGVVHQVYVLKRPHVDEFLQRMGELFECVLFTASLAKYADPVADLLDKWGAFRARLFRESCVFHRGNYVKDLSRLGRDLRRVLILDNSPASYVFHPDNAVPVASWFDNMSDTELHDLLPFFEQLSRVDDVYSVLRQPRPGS
#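 Material: truncated SCP-1 phosphatase (76-261aa) / Buffer or medium: 50 mM Tris acetate pH 5.5, 0.005% Tween-20, 10 mM MgCl2 / Compound dosing: one concentration, 20 µM, with 1.0% DMSO / Incubation: 45 min room-temperature reaction, 5 min colour, 30 min stabiliser / Detection: colorimetric free-phosphate detection, absorbance 630 nm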
# TbMetRS inhib: T. brucei MetRS inhibitors, primary screen, biochemical, luminescence | methionyl-tRNA synthetase (Trypanosoma brucei brucei) | actives 0.4% (n = 360,000) | inhibition, % at 11.9 µM | purified T. brucei MetRS, ATP depletion, Kinase-Glo luminescence;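 active = inhibition above a per-plate cutoff of the control wells' mean inhibition plus 3 SD, cut at about 5.5% in these data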;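 also: 0% = DMSO wells median and 100% = median of wells with control inhibitor compound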
#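 Assay system: T. brucei methionyl-tRNA synthetase, purified | Medium: HEPES buffer with MgCl2, KCl, DTT, spermine, BSA, pyrophosphatase | Compound: 11.9 µM single point | Incubation: 15 min enzyme-compound preincubation, 2 h reaction, 10 min detection, 25 °C | Measured by: Kinase-Glo luciferase luminescence reporting remaining unconsumed ATP | Measure: % inhibition normalized to control-well medians | Replication: Singlicate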
# The depositor's hits bear a star; i = inactive; / = not tested or not shown.
Molecule	LMPTP block	STEP block	NadD block	Neddylation inh	SKN-1 inh	NRP1-CendR mod	DNMT1 inh	SUMO1 PPI mod	Scp-1 inhibitor	TbMetRS inhib
C[C@H](c1ccccc1)N1C[C@@H](COCc2ccccc2)Oc2cc(N3CC[C@@H](N(C)C)C3)ccc2S1(=O)=O	-2.1	/	4	i	12	3	/	-19	/	-0.3
O=[N+]([O-])c1ccc(N2CCN(CCO)CC2)cc1NCc1ccco1	1.3	-1	-9	i	9	3	6	-22	-11	0.3
COc1ccc(S(=O)(=O)N2CCCC(C(=O)N3CCOCC3)C2)cc1C (stereo unspecified)	-2.2	0	-5	i	13	34*	-1	0	-2	-1.1
O=C(O)CSc1nnc(C2CC2)n1-c1ccccc1	-2.8	-12	0	i	-9	16	-1	4	0	-0.1
COc1ccc(C(=O)C2CCN(C(=O)c3ccc(OC)cc3)CC2)cc1	0.4	-3	2	i	4	-7	0	5	-10	-1.0
COc1ccc(N2CCN(C(=O)COC(=O)c3ccco3)CC2)cc1	-1.0	-1	-4	i	-6	4	2	3	-3	0.1
O=c1[nH]c(CN2CCCCC2)nc2ccccc12	0.1	-1	-5	i	12	3	0	1	-3	-0.2
CC(=O)N1c2ccc(S(=O)(=O)N3CCCCC3)cc2CC1C(=O)NCc1ccccc1C (stereo unspecified)	-1.8	-2	-2	i	-6	11	0	0	-5	0.3
C/C(CC(=O)NC1CCCCC1)=N\NC(=O)Cc1ccc(-c2ccccc2)cc1	0.5	2	3	i	-9	3	15	4	69*	0.0
C#CCCOC(=O)N1C2=NC(C(=O)OC)=C(C(=O)OC)[C@@H]3N(C)c4ccc(OC)cc4[C@]23C[C@H]1C(=O)OC	0.7	0	7	i	7	-1	1	-1	-3	-0.2
Cc1cc(C)c(NC(=O)CS(=O)CC(=O)Nc2cccnc2)c(C)c1 (stereo unspecified)	-1.6	0	3	i	-6	3	1	3	-1	-0.7
CC(=O)Oc1ccc(C(=O)Nc2ccc3c(c2)OCCO3)cc1	-0.6	0	1	i	7	6	1	4	-8	-0.4

# The list goes on.
Molecule	LMPTP block	STEP block	NadD block	Neddylation inh	SKN-1 inh	NRP1-CendR mod	DNMT1 inh	SUMO1 PPI mod	Scp-1 inhibitor	TbMetRS inhib
CC1CC(=O)NN=C1c1cccs1 (stereo unspecified)	-2.4	0	4	i	1	14	1	6	1	-0.2
O=C(O)c1c2c(nc3ccccc13)/C(=C/c1ccccc1[N+](=O)[O-])CCC2	-1.8	0	-1	i	7	-7	-1	-16	-1	-0.4
COc1cccc(CN(C)C(=O)CC[C@H]2O[C@@H](n3ccc(=O)[nH]c3=O)[C@H](O)[C@@H]2O)c1	-1.4	1	-3	i	-4	12	10	6	/	0.4
O=C(CCC1CC(=O)Nc2ccccc21)NCc1cccnc1 (stereo unspecified)	-2.1	-2	-4	i	-13	-3	0	4	-10	-0.2
OCCN1CCOCCOCCN(CCO)CCN(CCO)CC1	-7.9	1	-3	i	10	0	0	2	-2	-0.3
O=C1C=CN(Cc2ccccc2)C(c2ccccc2)C1 (stereo unspecified)	-2.0	2	-1	i	1	10	0	1	-6	-0.4
O=C(O)CCCC(=O)N1CCN(C(c2ccccc2)c2ccccc2)CC1	-0.7	3	0	i	-5	-2	1	0	-3	0.1
O=C(CSc1nc2c(sc3ccccc32)c(=O)n1-c1ccccc1)NCc1ccco1	2.7	3	7	i	1	-5	-3	0	-7	-0.8
COc1cccc(-c2sc3ccc(OC)cc3c2C#CC(C)(C)O)c1	2.0	-3	-7	i	18	3	-29	-5	-4	0.3
Cc1ccc(CSc2nc3c(c(=O)[nH]2)CCC3)cc1	-0.3	-2	5	i	-17	-10	-2	6	3	0.7
Cc1cccc(NC(=O)C2CCCN2/C=C/C(=O)C(F)(F)F)c1C (stereo unspecified)	-1.6	-5	-5	i	7	-4	-4	-4	-3	-0.6
Cc1ccc(-c2nc(S(=O)(=O)c3ccc(C)cc3)c(SCC(N)=O)o2)cc1	0.9	1	-2	i	2	-5	-5	1	-6	0.3

# (continued)
Molecule	LMPTP block	STEP block	NadD block	Neddylation inh	SKN-1 inh	NRP1-CendR mod	DNMT1 inh	SUMO1 PPI mod	Scp-1 inhibitor	TbMetRS inhib
Cc1cc(C)n(CC(=O)c2ccc(Cl)cc2)n1	-0.4	0	-4	i	10	2	2	3	5	-0.2
O=C(CCCN1C(=O)c2ccccc2C1=O)N1CCN(c2ccccn2)CC1	-0.4	0	-2	i	-22	-4	5	-6	2	-2.1
O=C(NCCCN1CCOCC1)c1ccc(CSCc2cccc(Cl)c2)o1	-3.8	-3	-5	i	0	-9	-1	1	-5	-0.4
O=C(Nc1ccon1)c1ccc(OC2CCCC2)cc1	-1.6	2	-2	i	5	-3	4	1	-5	-0.4
CCn1nc(C)c(CNC(=O)Nc2ccc3c(c2)OCO3)c1C	-0.7	7	5	i	0	10	2	-3	-14	0.0
CC(C)(C)NC(=O)c1ccc2nsnc2c1	-1.7	-3	0	i	-3	-11	6	-20	0	-0.4
COc1cccc(OCc2cc(C(=O)NC(C)c3cnn(C)c3C)no2)c1 (stereo unspecified)	-0.2	-1	4	i	6	-15	-3	-3	-1	-0.2
CC(=O)c1ccc(OCC(O)CN2CCN(S(=O)(=O)c3c(C)cc(C)cc3C)CC2)cc1 (stereo unspecified)	-0.7	1	-4	i	16	-6	-3	-1	-16	0.0
COC(=O)C1CCN(c2cc(=O)n(Cc3ccc(F)cc3)c(=O)[nH]2)CC1	-1.3	-2	-3	i	-4	3	0	-1	2	-1.3
CC(CCC(C)OC(=O)c1ccccc1C(=O)O)OC(=O)c1ccccc1C(=O)O (stereo unspecified)	1.4	-4	-6	i	-1	-10	0	3	-22	-1.0
COCCN(C(=S)Nc1cc(C)cc(C)c1)C(C)c1ccco1 (stereo unspecified)	0.5	7	-3	i	5	6	1	10	26	-0.3
O=c1ccc2cc(S(=O)(=O)Nc3ccc(Br)cc3)ccc2o1	0.5	-2	-5	i	5	-1	1	-3	-12	-0.3

# (list continues)
structure | LMPTP block | STEP block | NadD block | Neddylation inh | SKN-1 inh | NRP1-CendR mod | DNMT1 inh | SUMO1 PPI mod | Scp-1 inhibitor | TbMetRS inhib
COc1cc(/C=N/NC(=O)c2ccncc2)ccc1OCCN1CCCCC1 | 0.9 | -2 | -4 | i | 2 | 1 | -5 | -7 | -8 | -1.3
O=C(c1ccc(Oc2ccc([N+](=O)[O-])cc2)cc1)N1CCCCCC1 | -1.7 | 7 | -1 | i | 4 | 1 | -5 | -26 | -5 | -0.1
COC(=O)c1c(C)[nH]c(C(=O)CSc2ncnc3sc(-c4ccccc4)cc23)c1C | 0.8 | 1 | 4 | i | -6 | -10 | 48 | -1 | 6 | -1.8
Cc1cc(C)cc(OC(=O)CCN2C(=O)c3ccccc3C2=O)c1 | 0.2 | 4 | -5 | i | 4 | -6 | -1 | -10 | 6 | 0.1
COc1cc(/C=N/NC(=O)c2cccnc2)ccc1OS(=O)(=O)c1ccc(C)cc1 | -0.3 | 3 | 11 | i | 5 | 6 | -16 | -6 | -8 | -0.4
COc1ccccc1N1CCN(S(=O)(=O)CCNC(=O)C2CCCCC2)CC1 | -0.8 | 1 | -5 | i | -3 | 6 | 5 | 7 | 10 | -1.0
CCc1ccc(C(=O)NNC(=O)C2CCN(c3ncnc4sc(C)c(C)c34)CC2)cc1 | 1.8 | 1 | 2 | i | 9 | 3 | -6 | 3 | 3 | -0.6
CCCCCSc1ncccc1C(=O)O | -3.0 | 2 | 0 | i | 0 | 9 | 1 | 9 | 3 | -1.1

# (listing goes on)
structure | LMPTP block | STEP block | NadD block | Neddylation inh | SKN-1 inh | NRP1-CendR mod | DNMT1 inh | SUMO1 PPI mod | Scp-1 inhibitor | TbMetRS inhib
CC(C)N(C#N)c1nc(N2CCOCC2)nc(N2CCOCC2)n1 | -1.3 | -1 | -1 | i | 4 | -6 | 2 | 2 | -6 | -0.7
COc1cccc(CCc2nnc(CCC(=O)N3CCN(Cc4ccccn4)CC3)o2)c1 | -1.0 | -4 | 3 | i | 9 | 1 | 0 | 2 | -6 | 0.2
Nc1nc2ccccc2n1/N=C/c1cccnc1 | 4.6 | 1 | -3 | i | -4 | -3 | 1 | -4 | 0 | -0.8
CN(C)S(=O)(=O)c1ccc(NC(=O)c2c(F)cccc2Cl)cc1 | 0.4 | -1 | 10 | i | -6 | -14 | -4 | 0 | -7 | -0.1
CSCCC(NC(=O)COc1ccccc1)C(=O)N1CCCC(C)C1 (stereo unspecified) | -7.8 | 0 | 0 | i | 1 | 1 | 0 | 2 | -6 | -0.3
